HT1080 IDH1KD tx: HT-1080 IDH1 knockdown cell toxicity (counter line); HT-1080 IDH1 knockdown viability, ATP luminescence, 48 h; AID 686971; 360,000 compounds, 2% hits; Potency, µM (series often up to 46.1 µM), without a hit: top-dose activity, negative = toxicity, hits mostly cytotoxic;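 also: potency is read from the fitted curve at half-maximal effect; 0% = DMSO wells and -100% = cell-free medium wells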
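HT-1080-IDH1KD cells (IDH1 knocked down), 750/well in RPMI with 5% FBS, treated with compound 48 h at 37 degrees C. Viability by CellTiter-Glo luminescence, normalised to DMSO and no-cell wells; concentration-response curves classed.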
WRN inhibitor: WRN helicase (human) inhibition; WRN helicase unwinding, fluorescent forked duplex, kinetic; 360,000 compounds, 0.46% hits; Potency, µM (highest dose often 114 µM), without a hit: at the highest dose activity change, negative = inhibition, usual class: inhibitors; AID 651768; Q14191; also: potency is read from the fitted curve at half-maximal effect; % is scaled to controls: 0 for no effect and ±100 for the full control effect; nearly all actives have a fitted effect of over 55% in size
Target sequence (Q14191 whole entry, looked up): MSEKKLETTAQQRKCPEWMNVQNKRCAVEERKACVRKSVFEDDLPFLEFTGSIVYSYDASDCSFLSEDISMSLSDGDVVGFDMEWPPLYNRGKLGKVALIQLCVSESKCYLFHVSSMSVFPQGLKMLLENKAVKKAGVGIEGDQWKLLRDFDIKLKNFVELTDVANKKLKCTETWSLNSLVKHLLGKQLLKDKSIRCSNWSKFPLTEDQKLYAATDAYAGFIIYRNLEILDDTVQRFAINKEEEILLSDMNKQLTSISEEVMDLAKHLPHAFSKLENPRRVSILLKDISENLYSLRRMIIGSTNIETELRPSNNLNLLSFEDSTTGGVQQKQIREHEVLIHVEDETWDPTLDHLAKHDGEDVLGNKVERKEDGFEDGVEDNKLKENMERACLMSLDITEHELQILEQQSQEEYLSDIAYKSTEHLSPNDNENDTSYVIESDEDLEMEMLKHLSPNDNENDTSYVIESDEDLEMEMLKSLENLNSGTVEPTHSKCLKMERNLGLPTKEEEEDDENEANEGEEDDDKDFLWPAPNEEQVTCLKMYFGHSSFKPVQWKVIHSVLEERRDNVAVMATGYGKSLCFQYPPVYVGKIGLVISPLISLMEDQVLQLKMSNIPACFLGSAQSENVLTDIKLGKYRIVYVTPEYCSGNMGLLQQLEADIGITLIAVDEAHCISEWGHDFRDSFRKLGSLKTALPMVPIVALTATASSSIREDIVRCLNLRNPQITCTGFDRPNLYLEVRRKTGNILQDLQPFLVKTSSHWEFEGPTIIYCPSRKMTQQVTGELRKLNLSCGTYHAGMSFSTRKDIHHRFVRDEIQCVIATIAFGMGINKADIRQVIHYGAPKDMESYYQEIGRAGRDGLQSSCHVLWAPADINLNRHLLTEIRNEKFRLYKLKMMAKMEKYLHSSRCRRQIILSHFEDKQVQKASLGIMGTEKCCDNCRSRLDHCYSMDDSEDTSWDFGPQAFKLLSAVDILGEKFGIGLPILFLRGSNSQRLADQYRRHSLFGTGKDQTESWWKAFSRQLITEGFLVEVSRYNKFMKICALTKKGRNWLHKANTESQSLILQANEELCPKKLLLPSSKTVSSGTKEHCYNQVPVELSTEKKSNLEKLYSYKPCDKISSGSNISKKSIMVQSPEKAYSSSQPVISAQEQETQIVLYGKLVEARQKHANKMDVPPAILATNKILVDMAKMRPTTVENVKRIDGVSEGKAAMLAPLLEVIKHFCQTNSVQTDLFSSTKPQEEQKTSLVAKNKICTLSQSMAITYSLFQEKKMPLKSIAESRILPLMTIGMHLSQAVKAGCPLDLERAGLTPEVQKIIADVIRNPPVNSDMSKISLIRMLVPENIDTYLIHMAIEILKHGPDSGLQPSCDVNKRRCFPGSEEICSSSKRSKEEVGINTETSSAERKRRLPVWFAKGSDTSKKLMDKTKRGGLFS
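WRN at 20 nM final was preincubated with compound for 15 min at room temperature; reaction started with 100 nM forked duplex oligonucleotide carrying fluorophore and quencher plus 2 mM ATP (final). Unwinding followed kinetically by red fluorescence (ex 525/em 598 nm).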
ATXN2 expr inh: reduces ATXN2 reporter expression in HEK-293 cells | Potency, µM (top dose mostly 57 µM), without a hit: at the top dose activity change, negative = inhibition, usual class: inhibitors | HEK-293 ATXN2-luciferase reporter, luminescence, 24 h | 360,000 compounds, 0.72% hits; also: potency is read from the fitted curve at half-maximal effect; % is scaled to controls: 0 for no effect and ±100 for the full control effect; nearly all actives have a fitted effect of over 55% in size
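qHTS (up to 57 uM final) was run with 24 h compound exposure of reporter cells at 37 °C. Each well was multiplexed: SteadyGlo luminescence measured ATXN2-luciferase expression after a fluorogenic Gly-Phe-AFC viability readout (25 uM final).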
IL1B secr inh: blocks inflammasome-driven IL-1 beta release | THP-1 LPS/ATP IL-1B secretion, AlphaLISA, 16 h; stronger effect = lower value | 360,000 compounds, 4.7% hits | activity change, % at 57.5 µM; in the data active = activity change below about -50%; inconclusive = mostly about -30% to -49%; also: % is scaled to controls: 0 for no effect and ±100 for the full control effect
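THP-1 cells pretreated 1 hr with compounds (up to 57.5 uM final), then stimulated with LPS (250 ng/mL final) plus ATP (1.25 mM final); secreted IL-1B measured by AlphaLISA after 16 hr, decreased signal indicating inhibition.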
KB-V1 MDR tox: KB-V1 MDR subline cytotoxicity; Potency, µM (top dose mostly 46.1 µM), without a hit: top-dose activity change, negative = cytotoxicity, most hits filed as cytotoxic; 400,000 compounds, 3.4% hits; AID 1347076; KB-V1 MDR cells viability, CellTiter-Glo, 72 h; also: potency is read from the fitted curve at half-maximal effect; % is scaled to controls: 0 for no effect and ±100 for the full control effect; nearly all actives have a fitted effect of over 60% in size
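Cells of the MDR subline KB-V1 are plated, dosed with compound at multiple concentrations, and incubated 72 h at 37 degrees C; CellTiter-Glo is then added and luminescence read after 10 min.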
HT1080-NT tox: kills 2HG-producing HT-1080-NT fibrosarcoma cells; HT-1080-NT fibrosarcoma viability, CellTiter-Glo ATP luminescence, 48 h; Potency, µM (top dose mostly 46.1 µM), for the others: at the highest dose activity, negative = less viability, hits mostly cytotoxic; 360,000 compounds, 1.6% hits;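 also: NT is the 2HG producing partner of a matched IDH1 knockdown line; potency is read from the fitted curve at half-maximal effect; 0% = DMSO-treated cells and -100% = media-only wells without cells; nearly all actives have a fitted effect of over 55% in size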
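Viability by CellTiter-Glo luminescence after 48 h compound exposure at 37C of HT-1080-NT cells (750/well, RPMI, 5% FBS). % activity scaled between DMSO wells and medium-only wells, then curve-fitted and categorized by curve class.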
KB-3-1 cytotox: KB-3-1 parental cell cytotoxicity. KB-3-1 viability, CellTiter-Glo ATP luminescence, 72 h. Potency, µM (titrated, usually from 46.1 µM), without a hit: top-dose activity change, negative = cytotoxic, usual class: cytotoxic. 400,000 compounds, 1.4% hits. AID 1347075; also: potency is read from the fitted curve at half-maximal effect; % is scaled to controls: 0 for no effect and ±100 for the full control effect; nearly all actives have a fitted effect of over 60% in size
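Parental KB-3-1 adenocarcinoma cells in phenol-red-free DMEM with 10% FBS were pin-treated with compounds at several concentrations, incubated 72 h at 37 °C, and viability read by CellTiter-Glo luminescence; concentration-effect curves were fitted after normalization.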
SW480 rerep: DNA re-replication induction in SW480 cells; SW480 DNA re-replication, Hoechst DNA content imaging, 48 h; Potency, µM (doses to about 46.1 µM), for the others: at the highest dose re-replication activation, hits mostly activators; 340,000 compounds, 1.8% hits; also: potency is read from the fitted curve at half-maximal effect; % of control where 0% means no effect; nearly all actives have a fitted effect of over 55% in size
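Image-based DNA-content assay: after two days of treatment, nuclei were labelled with the DNA dye Hoechst and imaged, and hits were compounds raising the count of nuclei showing high fluorescence intensity.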
MCF10A rerep: inducers of DNA re-replication in MCF 10A breast cells | MCF 10A DNA re-replication, Hoechst nuclear intensity, 48 h | Potency, µM (series often up to 46.1 µM), inactives show at the top dose activity, positive = re-replication, hits mostly activators | 350,000 compounds, 2.9% hits; also: potency is read from the fitted curve at half-maximal effect; % of control where 0% means no effect; nearly all actives have a fitted effect of over 50% in size
* marks the source's active call; other numbers are inactive results; ? = inconclusive; . = not tested or not shown; & = joins results of further samples; [ ] = dose if it differs, or a comment. Unless noted, calls follow the shape of the dose curve; as a rule, active = well fitted curve in the direction sought with a large enough effect; inconclusive = small, poorly fitted or top-dose-only effect, or another doubt; inactive = no such curve, though single readings can be large; an effect the other way counts as inactive or inconclusive.

SMILES	HT1080 IDH1KD tx	WRN inhibitor	ATXN2 expr inh	IL1B secr inh	KB-V1 MDR tox	HT1080-NT tox	KB-3-1 cytotox	SW480 rerep	MCF10A rerep
O=C(Nc1sc2c(c1C(=O)NC1CC1)CCCCCC2)c1ccco1	0.0%	-6.2%	8.1%	-3.6	-17.1%	-6.9%[9.24 µM]	-10.5%	-3.0%	-2.5%
COC(=O)c1cc(S(=O)(=O)NCC2CCN(Cc3cccc(F)c3)CC2)c[nH]1	-3.9%	-8.8%	1.1%	-3.5	-5.6%&0.0%	-3.1%	0.7%&0.6%	?	4.0%
CCn1c(N2CCN(CC(=O)c3c(C)n(C)c4ccc(OC)cc34)CC2)nc2c1c(=O)[nH]c(=O)n2C	9.2%	-0.3%	23.9%	.	-24.6%	14.8%	20.6µM*	-5.1%	19.6%
CCOc1ccc2nc(NC(=O)CSc3nc4ccccc4c(=O)n3Cc3ccco3)sc2c1	-17.8%	-21.3%	-22.9%	53.2	2.4%	-23.1%	-0.5%	-13.1%	26.2%
CCCNC(=O)Cn1nc(C(F)(F)F)cc1C	22.5%	0.4%[57.1 µM]	-0.9%	26.9	22.3%	25.5%	-0.5%	1.1%	-0.7%
Cc1cc(C)c2sc(N(CCCN(C)C)C(=O)CN3C(=O)c4ccccc4C3=O)nc2c1	?	18.2%	?	0.0	1.6%	?	6.1%	24.1%	?
O=C(Nc1ccc2c(c1)nc1n2CCSC1)c1ccccc1	0.7%	1.6%	?	-11.5	13µM*	-1.5%	?	-10.6%	2.6%
Cc1ccc2nc(C(=O)O)c(C(=O)O)nc2c1	10.7%	1.1%	5.0%	2.2	-2.1%	0.4%	-4.8%	-5.0%	-2.8%
COc1ccc(CCNC(=O)c2ccc(Cl)cc2Cl)cc1OC	-1.8%	8.1%	-22.3%	12.2	?	3.7%	-2.9%	-71.4%[inhibitor]	?
COc1cc(Br)cc2cc(C(=O)N3CCN(C(=O)c4ccco4)CC3)c(=O)oc12	1.0%	?	5.4%	14.6	-13.0%	5.0%	-3.4%	-1.8%	23.5%
C/C(CC(=O)NC12CC3CC(CC(C3)C1)C2)=N\NC(=O)c1ccc(C)cc1	-2.0%	-0.3%	-11.6%	0.6	-1.0%	-13.6%	-1.0%	-5.2%	2.0%
CCOC(=O)CCNC(=O)N1CCCC(CCC(=O)N(C)CCc2ccccn2)C1 (centres undefined)	7.4%	2.6%	.	20.4	-7.1%	-3.2%	-1.2%	?	-12.3%
C/C=C(\C)C(=O)NCCN1C2=NC[C@@H](C)N2C[C@H]1Cc1ccc(O)cc1	-7.9%	-10.5%	-1.9%	6.1	3.2%	-1.2%	25.5%	19.9%	-3.1%
CCOC(=O)C(CCC#N)(CCC#N)C(=O)OCC	20.1%	-2.2%	12.2%	-4.8	?	-1.7%	-0.7%	-4.7%	-184.3%[0.0737 µM]
CCOc1ccc(CC(=O)NNC(=O)NC2CCCCC2)cc1	22.6%	3.7%	-10.6%	16.7	-8.8%	14.5%	-5.8%	0.0%	-1.9%
O=C(c1ccccc1)N1CCN(CC(O)COC2CCCCC2)CC1 (centres undefined)	5.6%	8.1%	-2.0%	13.0	?	6.4%	29.9%	0.8%	3.2%
COc1ccc(C(O)P(=O)(OCc2ccccc2)c2ccc(N(C)C)cc2)cc1 (centres undefined)	7.2%	3.2%	.	?	?	12.9%	-8.9%	-2.1%	6.3%
O=C(Nc1ccc(F)cc1F)c1c(C(F)(F)F)ccnc1Oc1ccccc1	0.5%	-15.4%	0.4%	-10.4	3.3%	-1.4%	14.5%	-0.9%	13.2%
CC(C)(C)NC(=O)C[C@H]1C[C@H](C(=O)N2CCCCC2)[C@@]2(C)c3[nH]c4cc(-c5ccco5)ccc4c3CCN2C1=O	-16.7%	4.6%	?	0.8	0.0%	-21.4%	0.9%	-2.5%	?
COC(=O)C(C(=O)OC)C1CCCCC1NS(=O)(=O)c1ccc(C)cc1 (centres undefined)	14.2%	-9.5%	.	14.1	?	0.1%	-3.6%	.	.

A second format for two compounds above.
The line under a structure holds: HT1080 IDH1KD tx	WRN inhibitor	ATXN2 expr inh	IL1B secr inh	KB-V1 MDR tox	HT1080-NT tox	KB-3-1 cytotox	SW480 rerep	MCF10A rerep
C/C(CC(=O)NC12CC3CC(CC(C3)C1)C2)=N\NC(=O)c1ccc(C)cc1
→ -2.0%	-0.3%	-11.6%	0.6	-1.0%	-13.6%	-1.0%	-5.2%	2.0%
CCOC(=O)CCNC(=O)N1CCCC(CCC(=O)N(C)CCc2ccccn2)C1 (centres undefined)
→ 7.4%	2.6%	.	20.4	-7.1%	-3.2%	-1.2%	?	-12.3%

(continued)
SMILES	HT1080 IDH1KD tx	WRN inhibitor	ATXN2 expr inh	IL1B secr inh	KB-V1 MDR tox	HT1080-NT tox	KB-3-1 cytotox	SW480 rerep	MCF10A rerep
COc1ccc(N2CCN(CC(=O)Nc3ccc(C)cc3Br)CC2)cc1	-1.1%	9.9%	.	-11.0	9.2%	1.4%	0.0%	19.9%	-1.3%
CCSc1nnc(NC(=O)C2CC(=O)N(Cc3ccc(C)cc3)C2)s1 (centres undefined)	-1.7%	4.3%[57.1 µM]	-19.7%[2.22 µM]	33.7	13.2%	4.0%	7.1%	-2.5%[1.84 µM]	7.2%
O=C1N=c2ccccc2=C1c1sc(=O)[nH]c1O	-0.2%	-8.0%	.	-24.1	14.4%	9.8%	-2.6%	?	6.5%
CCC(=O)Nc1c(C(=O)N2CCN(c3ccccn3)CC2)cnn1-c1ccc(C)cc1	10.3%	7.2%	-11.8%	9.6	12.9%	0.8%	6.1%	-7.7%	-10.0%
O=C(NCc1cccnc1)c1cc(C2CCCN(S(=O)(=O)c3cccs3)C2)on1 (centres undefined)	14.5%	1.9%	-7.4%	4.4	-2.1%	9.1%	0.0%	.	.
CCOC(=O)C1CCCN(S(=O)(=O)c2ccc3c4c2CC(=O)N4CC(C)S3)C1 (centres undefined)	-5.5%	-1.6%	-12.0%	15.8	-6.9%	9.8%	-9.6%	-16.3%	0.5%
CC(C)Cc1cc(C(=O)Nc2ccc(Br)cc2)no1	-7.1%	-1.4%	53.3%[activator]	-3.2	32.9%	1.4%	-4.5%	-7.7%	?
CCc1ccc(S(=O)(=O)Nc2ccncc2)cc1	-1.6%	-2.8%	4.2%	-0.3	?	17.5%	3.0%	-5.9%	3.0%
c1ccc(CN(Cc2ccccc2)C(c2ccnc3ccccc23)c2nnnn2-c2ccc3c(c2)OCCO3)cc1 (centres undefined)	-20.9%	-11.8%	-16.6%	20.9	18.4µM*	-13.8%	?	.	.
NC(=O)c1ccc(Oc2ccc(C(N)=O)cc2)cc1	-4.2%	-2.1%	5.7%	-0.2	23.0%	-6.3%	0.0%	29.3%	10.4%
N#CNC1=NCN(Cc2ccccc2)CN1	-20.6%	-4.3%	-3.7%	-8.7	-2.1%	-11.2%	-3.6%	-1.6%	-1.7%
CC[C@H](C)[C@H](NC(=O)c1ccc(Cl)cc1)C(=O)OCC(=O)c1c(N)n(C)c(=O)n(C)c1=O	-16.4%	4.2%	-4.1%	13.8	-18.4%	-13.1%	1.2%	-9.1%	15.6%
c1ccc(Oc2nc(N3CCOCC3)nc(N3CCOCC3)n2)cc1	-8.4%	-0.8%	0.5%	-11.0	?	2.1%	8.8%	-11.0%	-1.9%
O=C(CSCc1cccc(Br)c1)N1CCOCC1	2.2%	4.3%	16.9%	7.8	6.1%	-0.5%	0.3%	-5.6%	-0.7%
COc1ccc(/C=N/NC(=O)c2c(C)nc3ccccn23)cc1[N+](=O)[O-]	10.7%	9.6%	9.3%	22.3	7.4%	-0.8%	4.3%	-120.9%[inhibitor]	-1.6%
CCOC(=O)N1CCC(N2Cc3cccc(C(=O)Nc4ccccc4OC)c3C2=O)CC1	-2.0%	-6.8%	-9.0%	-14.6	-9.8%	1.0%	4.8%	-6.9%	-0.9%
Cc1csc(NC(=O)CCS(=O)(=O)c2ccc(Br)cc2)n1	-6.0%	-26.2%	8.0%	14.5	0.0%	-1.9%	0.0%	0.6%	9.2%
Cc1noc(C(=O)Nc2sc3c(c2C#N)CCC3)c1Cl	-12.9%	-6.4%	16.2%	31.8	0.0%	-4.3%	?	-8.4%	0.0%
COc1ccc(-c2ccc(-c3noc(C4CCCCC4)n3)c(OC)n2)cc1	-0.2%	6.5%	-12.7%	1.7	16.4µM*	-2.9%	-12.2%	-60.3%[inhibitor]	15.0%
COc1ccc(NC(=O)CSc2ccc(C)cc2)cc1	12.3%	-6.1%	38.0%[activator]	0.0	8.7%	10.3%	6.3%	0.3%	?
O=C(NNC(=S)Nc1cccc(C(F)(F)F)c1)c1ccccc1Cl	?	-34.4%[57.1 µM]	?	?	?	18.4µM*	?	5.2%	21.1%
CCCn1c(C(C)NC(C)=O)nc2ccccc21 (centres undefined)	4.9%	4.7%	-0.8%	45.5	4.8%	-1.4%	0.6%	-11.1%	2.8%
COC(=O)[C@@]12CCCN1[C@H](c1ccc(SC3CCCCC3)cc1)[C@H]1C(=O)N(C)C(=O)[C@H]12	-0.8%	1.9%	-25.8%	23.9	0.6%	-1.6%	-0.2%	-31.1%[inhibitor]	?
COc1cccc(NC(=O)C2CCN(S(=O)(=O)c3ccc4[nH]c(=O)ccc4c3)CC2)c1	-4.6%	-5.4%	4.3%	-7.9	7.5%	-5.4%	-12.8%	-3.3%	12.2%
CCOC(=O)C(NC(=O)Nc1ccc(Cl)cn1)(Oc1ccc(F)cc1)C(F)(F)F (centres undefined)	1.4%	9.7%	4.2%	2.9	0.5%	6.1%	6.9%	?	14.3%
CC1(C)c2ccccc2-n2c1cc1oc(=O)cc(O)c1c2=O	-3.0%	2.9%	-5.1%	12.8	-4.4%	-5.8%	8.2%	0.9%	-1.2%

Screening results from PubChem.

Compounds as they come. Share with any hit: about 12%.
